A549 viability: kills or reduces viability of A549 cells in Nrf2 counter-screen; A549 ARE-Fluc cells, CellTiter-Fluor viability, 18-24 h; AID 504648; hit rate 0.16% among 390,000; Potency, µM (titrated, usually from 46 µM), without a hit: at the highest dose activity change, negative = cytotoxicity, usual class: inhibitors; further: on the % scale 0 is the no-effect control and ±100 the full control effect
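A549 ARE-Fluc cells in 5% FBS OPTI-MEM, 5000 cells/well, rested 2 h then exposed to compounds in concentration-response for 18-24 h at 37 °C. Viability by CellTiter-Fluor fluorescence (Ex 405/Em 525) after 30 min; luciferase luminescence (BugLite, 15 min, RT) read afterwards.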
MCF10A rereplic: induces DNA re-replication in MCF 10a normal breast cells | AID 624296 | Potency, µM (highest dose often 46.1 µM), for inactives: at the highest dose activity, positive = re-replication, usual class: activators | hit rate 2.9% among 350,000 | MCF 10A DNA re-replication, Hoechst nuclear intensity, 48 h; further: % of control where 0% means no effect; nearly all actives have a fitted effect of over 50% in size
Nrf2 activator: activates Nrf2 signaling. AREc32 ARE-luciferase reporter (MCF7-derived line), luminescence, 24 h. Potency, µM (series often up to 46.1 µM), for inactives: top-dose activation, hits mostly activators. hit rate 0.31% among 410,000. AID 624171; further: % of control where 0% means no effect; nearly all actives have a fitted effect of over 65% in size
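AREc32 cells carrying an ARE-driven firefly luciferase, 1000 cells/well in OPTI-MEM with 5% FBS, dosed after overnight attachment and incubated 24 hr at 37 deg C. Steady-Glo luminescence read after 30 min at RT.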
ATXN2 expr inh: ATXN2 expression inhibition | HEK-293 ATXN2-luciferase reporter, luminescence, 24 h | AID 1745845 | Potency, µM (series often up to 57 µM), inactives show at the highest dose activity change, negative = inhibition, most hits filed as inhibitors | hit rate 0.72% among 360,000; further: on the % scale 0 is the no-effect control and ±100 the full control effect; nearly all actives have a fitted effect of over 55% in size
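ATXN2-luciferase reporter cells (luciferase flanked by upstream and downstream ATXN2 gene portions) were treated 24 h at 37 °C with compounds at up to 57 uM. SteadyGlo luminescence gave expression; GF-AFC fluorescence gave viability.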
HepG2 tox: kills HepG2 cells in TGF-b inhibitor counter-screen | HepG2 CAGA-GFP viability, ATP luminescence, 18 h | Potency, µM (series often up to 46.1 µM), without a hit: at the highest dose activity change, negative = cytotoxicity, hits mostly cytotoxic | hit rate 0.76% among 410,000 | AID 588856; further: some results filed as inactive show a strong effect at the top dose
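CellTiter-Glo luminescence gave cytotoxicity after 18 hours at 37 degrees C. The cells were HepG2 CAGA-GFP in 1% FBS DMEM, stimulated with 500 pg/mL TGF-beta after compound addition. %Activity was normalised to no-cell wells (complete cell-killing) and DMSO (no toxicity), and curves were fitted and classified.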
ATXN viability: reduces viability in counter-screen for ATXN expression inhibitors | hit rate 0.49% among 400,000 | Potency, µM (top dose mostly 56.7 µM), hits mostly cytotoxic | AID 651635 | S2 cells (HEK-293 line with an ATXN2-luciferase reporter) viability, CellTiter-Fluor protease fluorescence, 24 h; further: nearly all actives have a fitted effect of over 40% in size
EPAC2 antagonist: antagonists of human EPAC2; Q8WZA2; EPAC2 GEF exchange of Rap1B-BODIPY-GDP, fluorescence; Potency, µM (top dose mostly 114 µM), for the others: at the top dose activity, negative = inhibition, hits mostly inhibitors; hit rate 0.18% among 360,000; further: on the % scale 0 is the no-effect control and ±100 the full control effect; nearly all actives have a fitted effect of over 45% in size; many of its hits are not listed in these tables
Target sequence (Q8WZA2 whole entry, looked up): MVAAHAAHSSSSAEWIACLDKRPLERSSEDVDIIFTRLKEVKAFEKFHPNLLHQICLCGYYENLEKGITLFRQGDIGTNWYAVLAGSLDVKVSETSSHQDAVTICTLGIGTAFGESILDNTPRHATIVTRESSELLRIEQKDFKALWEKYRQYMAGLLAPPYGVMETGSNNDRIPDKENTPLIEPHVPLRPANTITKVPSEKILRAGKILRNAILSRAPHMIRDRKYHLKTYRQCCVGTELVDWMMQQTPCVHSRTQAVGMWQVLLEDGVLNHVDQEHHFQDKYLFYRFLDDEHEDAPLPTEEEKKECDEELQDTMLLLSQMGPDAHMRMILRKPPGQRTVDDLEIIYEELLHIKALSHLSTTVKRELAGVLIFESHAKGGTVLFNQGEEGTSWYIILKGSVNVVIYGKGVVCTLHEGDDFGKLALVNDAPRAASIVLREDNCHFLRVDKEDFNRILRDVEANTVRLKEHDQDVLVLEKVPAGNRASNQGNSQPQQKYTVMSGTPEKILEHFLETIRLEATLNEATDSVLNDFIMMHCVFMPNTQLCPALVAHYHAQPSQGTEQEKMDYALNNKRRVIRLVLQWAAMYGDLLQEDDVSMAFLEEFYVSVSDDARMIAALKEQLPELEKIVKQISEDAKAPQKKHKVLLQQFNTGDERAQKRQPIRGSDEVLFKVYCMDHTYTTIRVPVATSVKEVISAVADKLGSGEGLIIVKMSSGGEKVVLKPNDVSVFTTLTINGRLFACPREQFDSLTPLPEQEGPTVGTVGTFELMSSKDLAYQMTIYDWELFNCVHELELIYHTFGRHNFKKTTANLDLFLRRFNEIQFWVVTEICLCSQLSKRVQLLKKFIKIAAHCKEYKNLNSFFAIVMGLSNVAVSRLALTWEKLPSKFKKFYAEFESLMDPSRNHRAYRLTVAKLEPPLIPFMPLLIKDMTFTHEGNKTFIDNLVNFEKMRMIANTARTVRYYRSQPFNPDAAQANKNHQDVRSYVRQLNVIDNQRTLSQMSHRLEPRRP
TGFb SMAD3 inh: inhibitors of TGF-b signaling; HepG2 CAGA-GFP TGF-b/SMAD3 reporter, GFP fluorescence, 18 h; TGF-beta stimulated, 500 pg/mL final; Potency, µM (series often up to 46.1 µM), inactives show at the highest dose activity, negative = inhibition, most hits filed as inhibitors; hit rate 1.2% among 410,000; AID 588855; further: on the % scale 0 is the no-effect control and ±100 the full control effect; nearly all actives have a fitted effect of over 65% in size
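Per well, imaged GFP fluorescence of HEPG2 CAGA-GFP cells gives the signal; cells get compound, then TGF-beta (500 pg/mL final), 18 h at 37 degrees C; %Activity versus -TGF-beta and +DMSO controls.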
Nrf2 block: inhibitors of Nrf2 signaling. Potency, µM (doses to about 46 µM), inactives show top-dose activity change, negative = inhibition, actives largely listed as inhibitors. hit rate 2.1% among 360,000. AID 504444. A549 ARE-Fluc reporter, luciferase luminescence, 18-24 h; further: on the % scale 0 is the no-effect control and ±100 the full control effect; nearly all actives have a fitted effect of over 60% in size
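A549 ARE_Fluc cells (5000/well, 5% FBS OPTI-MEM) pre-incubated 2 h, then treated with compounds 18-24 h at 37C/5% CO2 in concentration-response. CellTiter-Fluor viability read first; BugLite luciferase luminescence after 15 min at room temperature gives Nrf2 activity.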
Numbers without * were called inactive; i = inactive; ? = inconclusive; . = no result given; [ ] = another dose, or the depositor's remark. The call rests on the fitted dose curve; in most records, active means well fitted curve in the direction sought with a large enough effect; inconclusive means small, poorly fitted or top-dose-only effect, or another doubt; inactive means no such curve, though single readings can be large; an effect the other way counts as inactive or inconclusive. Potency means the concentration at half of the fitted maximal effect. Only part of the results is shown; count on the stated rates, not on these rows.

SMILES	A549 viability	MCF10A rereplic	Nrf2 activator	ATXN2 expr inh	HepG2 tox	ATXN viability	EPAC2 antagonist	TGFb SMAD3 inh	Nrf2 block
CCCN(C(=O)c1cc(-c2ccco2)nc2ccccc12)c1c(N)n(Cc2ccccc2)c(=O)[nH]c1=O	2%	-1%	3.0%	-5%	8%	i	0%	-34%	1%
O=C(N/N=C/c1ccccc1O)c1ccc2c(c1)OCO2	-6%	?	-0.3%	?	-13%	i	2%	-26%	-27%
CCc1ccc(CNC(=O)CSCc2cnn(-c3ccccc3)c2-n2cccc2)cc1	4%	.	3.1%	.	-44%	.	.	.	2%
CCCC(=O)OCC(=O)Nc1cc([N+](=O)[O-])ccc1OC	0%	-3%	-0.5%	-1%	1%	i	4%	20%	0%
Cc1cc(C)c2nc(N3CCC(C(=O)N4CCN(C(=O)c5ccco5)CC4)CC3)sc2c1	-3%	11%	0.1%	?	-32%	i	-9%	?	?
CO[C@H](C(=O)N(C)C[C@@H]1OCc2ccccc2-c2c(n(C)c3ccccc23)C(=O)N([C@H](C)CO)C[C@@H]1C)c1ccccc1	.	.	-0.2%	4%	4%	i	2%	4%	.
COc1ccc(CC(=O)OCC(=O)Nc2ncc(Cl)cc2Cl)cc1OC	1%	3%	-0.2%	2%	12%	i	-4%	-1%	.
CCOc1ccc(NS(=O)(=O)c2ccc3c4c(cccc24)C(=O)N3)cc1	0%	.	5.1%	-21%	-41%	i	.	?	?
CC(C)CSc1ncc(-c2cccc(C(F)(F)F)c2)cn1	3%	0%	16%	3%	-1%	i	0%[57.1 µM]	5%	17%
COc1ccc(C(=O)N2CCN(c3cccc(Cl)c3)CC2)c(OC)c1	-12%	18µM*	0.4%	-11%	4%	i	-5%	-9%	.
C/C(=N\NC(=O)c1cc(-c2cccc([N+](=O)[O-])c2)n[nH]1)c1ccc(F)cc1	2%	6%	?	-24%	-27%	i	-2%	1%	-4%
COc1ccc(Cc2nc(C(=O)NCc3ccccc3OC)cs2)cc1	0%	7%	3.5%	4%	6%	i	3%	-29%	.
O=C(N/N=C/c1c[nH]c2ccc(Br)cc12)c1ccn(Cc2ccc(Cl)cc2Cl)n1	?	19%	2.6%	-11%	7%	i	-3%	?	.
Cc1cccc(/C(N)=N/OC(=O)Cc2cccc3ccccc23)c1	1%	?	0.2%	-17%[11.3 µM]	-25%	i	-5%	1%	27%
COc1ccc(CNC(=O)CN2C(=O)COc3ccc(S(=O)(=O)N4CCCC4)cc32)cc1	-2%	1%	-0.6%	6%	-2%	i	6%	10%	-7%
CCN(c1ccc(C)cc1C)S(=O)(=O)c1nnc(NC(=O)CC(C)C)s1	-3%	.	0.0%	.	-21%	.	.	0%	14%
CCc1noc(-c2ccc(NCc3ccccc3)c([N+](=O)[O-])c2)n1	-2%	.	0.2%	29%	-14%	i	.	-20%	8%
COc1ccc(CN2CCC(N(CCc3ccccc3)Cc3ccccc3)CC2)c(OC)c1	1%	15µM*	4.5%	?	-49%	?	-2%	?	11%
CC(=O)Nc1ccc(NC(=O)Nc2sc3nc4n(c(=O)c3c2C)CCC(C)CC4)cc1 (configuration not stated)	2%	.	-0.2%	1%	0%	i	.	-7%	5%
O=C(O)C1CSC(CCc2ccccc2)N1 (configuration not stated)	-6%	2%	-0.2%	-7%	2%	?	0%[57.1 µM]	2%	-6%
CCC(C(=O)Nc1ccc(N2CCOCC2)c(S(=O)(=O)Nc2ccccc2OC)c1)c1ccccc1 (configuration not stated)	-1%	?	2.7%	-21%	-19%	i	-3%	-7%	?
Cc1cc(C)c(C(=O)CSc2n[nH]c(=O)n2C2CC2)cc1C	4%	-1%	-0.9%	-11%	-26%	i	-4%	-17%	?
OC(c1ccc(F)cc1)(C1CCCCC1)C(CN1CCOCC1)c1ccccc1 (configuration not stated)	-16%	1%	0.6%	-7%	-44%	i	-27%	?	?
Clc1ccc(-c2nnc(-c3ccco3)nc2N2CCCCC2)cc1	0%	?	?	0%	-16%	i	2%	-21%	-5%
O=C(NCCc1ccc(C(F)(F)F)cc1)C1CCC(=O)N(C2CC2)C1 (configuration not stated)	2%	5%	0.1%	6%	22%	?	10%	-7%	4%
Cc1cc(Nc2ccccc2)nn1C(=O)c1ccc(Br)cc1	-19%	?	-0.2%	-4%	-29%	i	-2%	-10%	-8%
O=C(N/N=C/c1cccc(Oc2ccccc2)c1)c1cccc(Br)c1	0%[1.84 µM]	?	2.9%	2%	-18%	i	-3%	?	18µM*
COCCn1nnnc1C(c1ccc(OC)c(OC)c1)N1CCN(c2nc3ccccc3s2)CC1 (configuration not stated)	10%	?	5.9%	-25%	-12%	i	5%	-20%	9.2µM*
O=S(=O)(c1ccccc1)N1CCNc2ccccc21	5%	-3%	0.5%	2%	-21%	i	-4%	-2%	9%
Cc1nn(-c2ccc(F)cc2)c2nc(N)c(C#N)c(-c3cccs3)c12	15%	?	3.3%	-4%	-13%	i	-4%	11%	15%
Cc1cccn2c(Nc3ccc4c(c3)OCCO4)c(-c3ccc(Br)o3)nc12	-7%	.	-0.3%	?	-21%	.	.	?	-5%
COC(=O)c1ccc(-n2nnnc2SCC(=O)Nc2ccccc2OC)cc1	2%	-1%	-0.6%	-18%	3%	i	2%	-6%	-13%
CCc1ccccc1NC(=O)N1CCc2ccccc21	-1%	-3%	-0.1%	.	5%	i	-8%	-5%	-11%
O=C(NCc1ccccn1)C(=O)NCc1ccccn1	3%	-3%	-0.4%	10%	2%	i	-3%	20%	11%
O=C(CSC1CN(C(c2ccccc2)c2ccccc2)C1)N/N=C/c1ccc(Cl)cc1Cl	0%	16%	0.1%	.	-36%	i	14%	?	7%
O=C(O)CCc1ccc(S(=O)(=O)Nc2ccc(OCc3ccccc3)cc2)cc1	-10%	13%	-0.1%	12%	-3%	i	-4%	-2%	-10%
CN(CC1CCCN(CCc2ccc(Cl)cc2)C1)C(=O)c1ccoc1 (configuration not stated)	-7%	17%	0.2%	-4%	-5%	?	3%	11%	-10%
CCN1CCN(C(=O)CNC(=O)c2nn(-c3ccc(OC)cc3)c(=O)c3ccccc23)CC1	0%	10%	0.2%	37%	14%	i	3%	16%	4%
Cc1c(/C=N/NC(=O)CNc2ccccc2)c2ccccn2c1C(=O)c1ccccc1	?	?	0.3%	-18%	8%	?	0%	-13%	?
COc1ccc(-c2noc(CSc3ccccc3)n2)cc1OC	-6%	14%	1.1%	23%	-9%	i	-4%	11%	?

Already shown: entries from further up.
SMILES	A549 viability	MCF10A rereplic	Nrf2 activator	ATXN2 expr inh	HepG2 tox	ATXN viability	EPAC2 antagonist	TGFb SMAD3 inh	Nrf2 block
O=C(CSC1CN(C(c2ccccc2)c2ccccc2)C1)N/N=C/c1ccc(Cl)cc1Cl	0%	16%	0.1%	.	-36%	i	14%	?	7%
O=C(O)CCc1ccc(S(=O)(=O)Nc2ccc(OCc3ccccc3)cc2)cc1	-10%	13%	-0.1%	12%	-3%	i	-4%	-2%	-10%
CN(CC1CCCN(CCc2ccc(Cl)cc2)C1)C(=O)c1ccoc1 (configuration not stated)	-7%	17%	0.2%	-4%	-5%	?	3%	11%	-10%
CCN1CCN(C(=O)CNC(=O)c2nn(-c3ccc(OC)cc3)c(=O)c3ccccc23)CC1	0%	10%	0.2%	37%	14%	i	3%	16%	4%

New compounds follow
SMILES	A549 viability	MCF10A rereplic	Nrf2 activator	ATXN2 expr inh	HepG2 tox	ATXN viability	EPAC2 antagonist	TGFb SMAD3 inh	Nrf2 block
COc1cc(C=CC(=O)OCC=Cc2ccc3c(c2)OCO3)cc(OC)c1OC	4%	?	-0.5%	-8%	-28%	i	-10%	-6%	?
CN(C)CCCNC(=O)C[C@H]1C[C@H](C(=O)N2CCCCC2)[C@@]2(CCc3ccccc3)c3[nH]c4cc(CCC(=O)N(C)C)ccc4c3CCN2C1=O	-2%	?	-0.2%	10%	-21%	i	-1%	-25%	-1%
COc1ccccc1NC(=O)c1sc2nc(-c3cc4cc(Cl)ccc4oc3=O)[nH]c(=O)c2c1C	7%	.	6.9%	.	2%	.	.	16%	30%
COc1cc(Cl)c(C)cc1NC(=O)c1sc2nc(C)cc(C)c2c1N	-8%	.	0.9%	10%	2%	i	.	7%	10%
CCC(C)NCC(=O)Nc1ccc(-c2nc3cc(NC(=O)CNC(C)CC)ccc3o2)cc1 (configuration not stated)	?	17%	3.1%	?	-35%	.	8%	?	.
COc1ccc(NC(=O)C[C@H]2C(=O)N(Cc3ccccc3)C[C@@H]2c2ccc(OC)cc2)cc1	.	.	-0.1%	9%	-6%	?	4%	0%	.
O=C1CC(SC(=Nc2ccccc2)Nc2ccccc2)C(=O)N1c1cccc2ccccc12 (configuration not stated)	-24%	14%	-0.1%	-11%	1%	i	-4%	-6%	?
CCn1c(/C=C/c2c[nH]c3ccccc23)nc2ccccc2c1=O	1%	21µM*	8.0%	58%[activator]	-28%	.	-16%	-4%	?

Reprinted at random: 4 compounds from above
SMILES	A549 viability	MCF10A rereplic	Nrf2 activator	ATXN2 expr inh	HepG2 tox	ATXN viability	EPAC2 antagonist	TGFb SMAD3 inh	Nrf2 block
Cc1cc(C)c(C(=O)CSc2n[nH]c(=O)n2C2CC2)cc1C	4%	-1%	-0.9%	-11%	-26%	i	-4%	-17%	?
CCCC(=O)OCC(=O)Nc1cc([N+](=O)[O-])ccc1OC	0%	-3%	-0.5%	-1%	1%	i	4%	20%	0%
O=C(O)C1CSC(CCc2ccccc2)N1 (configuration not stated)	-6%	2%	-0.2%	-7%	2%	?	0%[57.1 µM]	2%	-6%
CC(C)CSc1ncc(-c2cccc(C(F)(F)F)c2)cn1	3%	0%	16%	3%	-1%	i	0%[57.1 µM]	5%	17%

Assay outcomes deposited in PubChem by National Center for Advancing Translational Sciences (NCATS).
